ABHD5-PLIN5 inh: inhibitors of human ABHD5-perilipin-5 interaction | Q00G26+Q8WTS1 | Split G. princeps luciferase complementation, luminescence, 4 h | inhibition, % at 4 µM | 360,000 compounds, 0.78% hits | AID 602281;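 active = inhibition above the mean inhibition across every tested compound plus 3 SD, cut at about 22% in these data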;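 also: 0% = DMSO only wells and the 100% control is not disclosed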
Target sequence (Q00G26 whole entry, looked up): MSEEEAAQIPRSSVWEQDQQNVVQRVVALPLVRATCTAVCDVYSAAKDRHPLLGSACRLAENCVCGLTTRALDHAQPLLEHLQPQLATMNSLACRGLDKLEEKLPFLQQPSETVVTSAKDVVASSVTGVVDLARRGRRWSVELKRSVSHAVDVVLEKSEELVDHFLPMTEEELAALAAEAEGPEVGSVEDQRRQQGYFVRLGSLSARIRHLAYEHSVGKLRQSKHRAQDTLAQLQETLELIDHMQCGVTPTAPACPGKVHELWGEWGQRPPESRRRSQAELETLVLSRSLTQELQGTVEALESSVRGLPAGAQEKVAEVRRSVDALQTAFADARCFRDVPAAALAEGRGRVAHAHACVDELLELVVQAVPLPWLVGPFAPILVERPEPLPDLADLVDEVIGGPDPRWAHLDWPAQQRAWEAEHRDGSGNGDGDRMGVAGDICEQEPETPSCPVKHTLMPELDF
Target sequence (Q8WTS1 whole entry, looked up): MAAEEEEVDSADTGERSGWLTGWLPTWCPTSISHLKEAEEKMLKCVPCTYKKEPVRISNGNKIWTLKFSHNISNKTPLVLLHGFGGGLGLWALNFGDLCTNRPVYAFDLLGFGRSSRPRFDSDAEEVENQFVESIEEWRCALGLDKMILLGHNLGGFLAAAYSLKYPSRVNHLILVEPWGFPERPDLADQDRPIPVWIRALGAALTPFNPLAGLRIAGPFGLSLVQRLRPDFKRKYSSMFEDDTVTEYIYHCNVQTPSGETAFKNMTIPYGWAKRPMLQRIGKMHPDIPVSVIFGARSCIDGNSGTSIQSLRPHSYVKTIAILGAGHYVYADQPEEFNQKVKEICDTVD
SRC1 inh: human NCOA1 inhibition; Q15788; HEK293 GAL4-SRC1 luciferase reporter, luminescence; inhibition, % at 3.6 µM; 360,000 compounds, 0.12% hits; AID 588354;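 active = inhibition above the campaign mean plus 3 SD, with each screening campaign given its own cutoff, cut at about 60% in these data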;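 also: 0% = DMSO treated cells and 100% = gossypol at 36 µM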
LRH-1 inv ag: suppresses constitutive activity of human LRH-1 | O00482 | HEK293T StAR-luciferase reporter, LRH-1 transfected, 24 h | inhibition, % at 3.6 µM | 360,000 compounds, 0.13% hits;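 active = inhibition above the mean inhibition of all tested compounds plus 3 SD, cut at about 73% in these data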;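 also: 0% = DMSO wells and 100% = reporter-only cells lacking LRH-1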
TWEAK Fn14 block: TWEAK-Fn14 signaling inhibition; 360,000 compounds, 2% hits; TWEAK-stimulated Fn14 reporter cells, luciferase luminescence, 8 h; inhibition, % at 10 µM; in the data active = inhibition above about 50%
NR2F2 inh: NR2F2 (human) inhibition, primary screen; HEK293T NGFI-A luciferase reporter, luminescence; inhibition, % at 8.6 µM; 370,000 compounds, 0.7% hits; AID 686940; P24468;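 active = inhibition above a per-plate cutoff, mean inhibition of test wells between control levels plus 3 SD, cut at about 38% in these data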;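 also: cells cotransfected with COUP-TFII expression vector driving the NGFI-A reporter; 0% = median of COUP-TF2 test wells and 100% = reporter-only cells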
Granule exo inh: lytic granule exocytosis inhibition | 360,000 compounds, 0.66% hits | inhibition, % at 10 µM | TALL-104 LAMP-1 surface exposure, flow cytometry; cells stimulated with thapsigargin and PMA | AID 651702;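 active = inhibition above about 55%, limit read from the data; inconclusive = no clear call, values can overlap the other calls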
NCOA2 inhibitor: human SRC2 (NCOA2) inhibition; 370,000 compounds, 0.17% hits; Q15596; HEK293 GAL4-SRC2 luciferase reporter, luminescence; inhibition, % at 9 µM;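 active = inhibition above the mean inhibition of all tested compounds plus 3 SD, set per campaign, cut at about 52% in these data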;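 also: 0% = DMSO treated cells and 100% = cells given Gossypol at 36 µM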
TLR9-MyD88 inh: TLR9-MyD88 interaction inhibition; Q9NR96+Q99836; CHO BLA complementation TLR9-MyD88, CCF4 FRET ratio; 340,000 compounds, 0.21% hits; inhibition, % at 4.98 µM;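 active = inhibition above the mean over all tested compounds plus 3 SD, cut at about 21% in these data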;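 also: 0% = DMSO only wells and 100% = clavulanate BLA inhibitor control wells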
NOD2-RIPK2 inh: blocks binding of human NOD2 to RIPK2. O43353. inhibition, % at 4.98 µM. 360,000 compounds, 0.38% hits. AID 624267. CHO BLA complementation NOD2-RIPK2, CCF4 ratio; in the data active = inhibition above about 21%;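 also: 0% = vehicle only and 100% = reference blocker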
TROY NFkB inh: blocks TROY-dependent signaling in reporter cells | Q293 LMP1-TROYcd NF-kB luciferase reporter, 4 h | inhibition, % at 10 µM | 360,000 compounds, 0.98% hits;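 active = compounds whose plate-normalised and pattern-corrected inhibition of the luciferase reporter signal at the single screening dose is 50% or more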
SRC3 inh: human NCOA3 inhibition | HEK293 GAL4-SRC3 luciferase reporter, luminescence | inhibition, % at 3.6 µM | 360,000 compounds, 0.17% hits;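 active = inhibition above a per-campaign cutoff, the mean of all compounds plus 3 SD, cut at about 60% in these data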;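 also: 0% = DMSO-treated cells and 100% = gossypol-treated cells at 36 µM; higher means less SRC3-driven luciferase light from the GAL4 reporter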
* = called active by the depositor; ? = inconclusive; / = no result given. These rows are one share of the data; rates above refer to the full screens.

SMILES	ABHD5-PLIN5 inh	SRC1 inh	LRH-1 inv ag	TWEAK Fn14 block	NR2F2 inh	Granule exo inh	NCOA2 inhibitor	TLR9-MyD88 inh	NOD2-RIPK2 inh	TROY NFkB inh	SRC3 inh
Cn1c(CCN2CCCC2)nc2cc(NC(=O)COc3ccc(Cl)cc3)ccc21	14	0	3	-24	-12	4	-45	-8	-6	-5	-9
O=C(Cn1nc(-c2ccco2)ccc1=O)Nc1ccc(Cl)c(Cl)c1	-3	13	10	31	-9	-3	-17	-10	3	20	13
CC(C)CCNc1nc2c(c(=O)[nH]c(=O)n2C)n1CC(O)COC(C)C (stereo not given)	-1	-17	11	-4	-10	-1	18	-4	3	-3	12
CCC(C(=O)c1ccc(O)cc1)c1ccccc1 (stereo not given)	-8	-7	5	-3	16	3	6	-8	-2	14	8
COc1ccc(NC(=O)N2CCCC(C(=O)Nc3ccccc3OC)C2)cc1 (stereo not given)	-6	11	-1	11	-1	-6	-6	4	-14	3	2
Cc1noc(C)c1NC(=O)N(C)C[C@H]1Oc2c(NC(=O)C3CC3)cccc2C(=O)N([C@H](C)CO)C[C@@H]1C	0	-20	21	-9	-10	-10	-4	5	-12	2	12
CCOC(=O)c1c(C)[nH]c(C(=O)COC(=O)c2ccc([N+](=O)[O-])o2)c1C	7	-10	5	13	13	12	-3	3	0	-2	-13
Cc1ccc(/C=C2/NC(=O)N(Cc3ccccc3F)C2=O)o1	40*	-3	5	4	-7	10	-18	6	9	19	20
CC(CCc1ccccc1)NC(=O)CCNS(=O)(=O)c1ccccc1 (stereo not given)	-9	-8	10	-5	-3	8	10	12	-6	-17	6
COCCCn1cnc2c(c1=O)c1nc3ccccc3nc1n2CCc1ccccc1	3	2	-5	16	-4	4	20	-2	11	12	15
O=C1CSc2ccc(C(=O)N3CCN(c4ccccn4)CC3)cc2N1	5	-2	6	4	-1	-4	-4	-5	-7	17	-7
Cc1cc(C)c(C(=O)COC(=O)c2c(C)noc2C)cc1C	-6	-10	6	-19	-6	5	-24	-6	3	-23	-5
N#Cc1cc[n+](CC(=O)c2ccc(NC(=O)c3ccccc3)cc2)cc1	0	6	-14	-2	-21	-3	-12	-12	-4	-22	-8
O=C1OC(/C=C/c2ccccc2)=NC/1=C\c1cccnc1	3	-6	-17	2	-3	3	-21	-9	1	10	6
COc1ccccc1CNC(=O)c1cc(-c2ccccc2C)nn1CC1CC(c2cccnc2)=NO1 (stereo not given)	0	5	0	-35	-13	-4	-15	-5	-16	-2	1
COc1cccc(CC(=O)Nc2cc(S(=O)(=O)N3CCCCC3)ccc2C)c1	-2	-1	-8	9	-13	3	9	0	-3	6	-6
CCOC(=O)c1c(C(=O)OCC)c(C)n(CCc2ccccc2)c1C	-3	0	3	-14	8	-4	6	3	-2	-28	12
CCn1ccnc1CN(C)C(=O)c1ccc2nc(Cc3ccc(OC)cc3)oc2c1	1	18	-15	-1	-12	-5	1	-6	2	2	1
CCN(C(=O)C(=O)c1c[nH]c2ccccc12)c1ccccc1	-3	-8	5	5	-9	-2	-68	2	-2	-56	-3
O=c1c2ccccc2nc2oc3ccccc3n12	-1	-88	-83	20	-8	4	-35	3	12	-25	-111
Cc1cc(C)c[n+](-c2nc([O-])sc2C=O)c1	-7	-19	9	0	14	-5	-19	0	-7	-2	12
CCOc1ccc(C(C)=O)cc1COC(=O)C(C)N=C1NS(=O)(=O)c2ccccc21 (stereo not given)	5	11	-20	-7	-14	14	-18	0	0	-11	-10
NNC(=O)CCN1CCN(Cc2ccccc2)CC1	6	-5	-11	0	1	-1	-1	-2	-1	3	14
O=C(Cn1nnc(-c2ccc([N+](=O)[O-])cc2)n1)NNC(=O)c1ccccc1	0	-24	-3	-10	/	-6	/	8	-12	8	-86
CCC1(C)Cc2c(sc3nnn(CC(=O)Nc4ccc(C)cc4)c(=O)c23)CO1 (stereo not given)	0	5	-22	5	16	1	-23	8	1	5	5
COc1ccc2oc(C(=O)CCC(=O)O)c(N)c2c1	1	-6	-10	2	5	-15	7	-17	4	-2	4
CCCSc1nc2[nH]ncc2c(=O)[nH]1	1	3	-7	5	9	-3	6	5	-5	-10	2
COC(=O)c1cc(OC)c(OC)cc1NC(=O)Nc1ccccc1F	2	-2	6	-1	1	-12	-9	/	-10	0	-2
CCCC(C)c1nnc(NC(=O)C2CC(=O)N(CCc3ccc(F)cc3)C2)s1 (stereo not given)	3	3	12	7	-1	-11	-7	1	-5	10	-4
COc1ccc(NC(=O)CC2C(=O)N(c3ccc(Cl)cc3)C(=S)N2CCc2ccccn2)cc1 (stereo not given)	1	-21	4	26	-5	?	-36	0	-4	-39	-22
CCN(CC)CCNC(=O)c1ccc(NC(=O)c2cccc(S(=O)(=O)N3CCCCCC3)c2)cc1	-7	-9	-37	4	-16	0	11	-2	-3	7	2
O=C(O)CC(CC(=O)Nc1ccc(F)c(Cl)c1)c1ccc(Cl)cc1Cl (stereo not given)	2	6	9	13	2	4	8	3	1	-3	9
Cc1cccc(C2CC(c3ccccc3)Nc3ncnn32)c1 (stereo not given)	-1	2	3	-14	3	-2	2	-8	1	-14	-4
O=C(NCc1ccccc1)C1CCCN1S(=O)(=O)c1ccc(Cl)cc1 (stereo not given)	6	6	2	-3	-3	-3	1	-7	3	-1	-11
COc1ccc(NC(=O)c2ccco2)cc1NC(=O)c1cccs1	0	-11	36	6	-18	-4	-8	-2	-2	-10	10
CC(C)C[C@H]1CN([C@@H](CC(C)C)CN2CCC[C@H]2CN2C(=O)C(=O)NC[C@@H]2Cc2ccccc2)C(=O)C(=O)N1CCc1ccccc1	4	/	25	26	18	13	14	/	-6	10	/
CC(C)CNC(=S)N1CCN(c2nc3ccccc3s2)CC1	-4	10	7	25	6	2	-24	12	3	1	4
COc1cc(Cn2nnc3ccccc32)ccc1O	-6	-56	5	-4	11	-4	-7	-5	2	-5	-13
COc1ccccc1C(=O)n1nc(-c2ccco2)nc1SC	-2	-14	-31	7	12	2	23	-16	3	4	8
CC1(N(O)/C=C2\C=CC=CC2=O)CCCCC1=O (stereo not given)	5	-10	-1	2	-15	0	-2	-1	3	1	10
CNC(=O)COC(=O)Cc1ccc(Cl)cc1	-5	-4	3	1	-9	-5	-8	-3	0	16	7
CC/C(=N/NC(=O)c1ccc2c(c1)OCO2)c1ccccc1O	-1	-15	-52	-25	-18	2	-16	8	0	-63	-2
CCC[n+]1c2ccccc2cc2ccccc21	72*	18	1	0	20	-20	-8	-8	-2	16	-5
Nc1n[nH]c(N)c1N=Nc1ccc(Cl)cc1	6	-51	-57	19	-13	4	-34	10	-5	-19	-18
CCOC(=O)C1CCN(S(=O)(=O)c2ccc(C)c(C(=O)NC3CCCCC3)c2)CC1	2	18	-12	-1	-3	4	-9	-12	-4	-9	3
Nc1nc(-n2cnnc2)nn1-c1ccccc1	4	4	3	16	10	-1	-13	2	-2	-14	5
Brc1cccc(OCCn2ccnc2)c1	4	-7	6	15	14	2	-8	-7	2	10	2
COc1cccc(/C=C2\SC(=S)N(CCCC(=O)N3CCCC3)C2=O)c1	-2	-3	-4	-7	-7	4	5	-3	1	-9	-8
Cc1cc(=O)oc2c(C)c(OCC(=O)NCCCn3ccnc3)ccc12	-5	0	9	-3	-17	-1	11	-7	-11	14	-16
COc1ccc(C(=O)Cn2cnc3ccccc3c2=O)cc1	-1	-44	-65	8	-42	-8	-34	-3	-12	-34	-66
OCC1CCCN(Cc2ccc(-c3ccccc3)cc2)C1 (stereo not given)	-5	-9	8	-4	-11	3	-2	0	-5	-11	1
Cc1cccc(C(=O)OCC(=O)N2CCCCCC2)c1O	10	-55	-59	1	-17	12	-62	-9	-3	-52	-55
COc1ccc(CNC(=O)c2cnc3cc(C)ccn3c2=O)cc1	8	-7	-7	-15	-3	-4	-9	0	8	-21	-20
COc1ccc(NS(=O)(=O)c2ccc(NC(=S)NC(=O)c3ccc(F)cc3)cc2)nn1	1	2	-9	-14	9	11	-16	-10	3	-14	7
CC1CCN(CC(=O)Nc2ccccc2C#N)CC1	1	-6	4	12	5	0	7	-3	-6	2	-7
Cc1nonc1NC(=O)c1oc2ccccc2c1C	-4	-46	-67	-19	-31	9	-44	-1	-13	-14	-54
CCOc1ccc(OCCC(=O)N(CC)CC(=O)Nc2ccccc2OC)cc1	1	-15	-19	-4	-3	41	-5	2	-5	-1	13
C=CCCC(=O)Nc1ccc(COC(=O)N2CCOCC2)cc1	3	-20	1	15	-5	3	0	-3	-21	0	-12
O=C(CSc1ncccc1C(=O)O)c1ccccc1	-12	10	0	16	21	1	-21	-7	-7	2	-4
C=CCn1c(Cc2cccs2)nnc1SCC(=O)Nc1ccc(C(=O)OCC)cc1	-4	-21	-9	4	-12	-4	-2	-1	-5	10	-7

Following part
SMILES	ABHD5-PLIN5 inh	SRC1 inh	LRH-1 inv ag	TWEAK Fn14 block	NR2F2 inh	Granule exo inh	NCOA2 inhibitor	TLR9-MyD88 inh	NOD2-RIPK2 inh	TROY NFkB inh	SRC3 inh
O=C(NCc1ccccc1Cl)C1CCCN1C(=O)Nc1ccccc1 (stereo not given)	-8	-3	-2	0	-7	-12	6	0	0	5	7
CC(/C=N/NC(=O)CSc1nnc(SCc2ccccc2)s1)=C\c1ccco1	-4	10	4	-10	-2	-2	-18	1	-12	-35	4
CCN(CC)CCCNC(=S)N(CCCO)Cc1cc2cc3c(cc2[nH]c1=O)OCO3	-13	13	-9	7	-48	-6	-88	5	-1	-1	-4
O=C(NCc1ccc2c(c1)OCO2)c1cc(-c2ccccc2)nn1CC1CC(c2cccnc2)=NO1 (stereo not given)	-6	-12	26	2	4	3	-8	1	6	-9	6
Cc1cc2ncn(-c3ncnc4scc(-c5ccccc5)c34)c2cc1C	2	14	9	-7	5	0	-25	-17	2	17	13
CCN(CCNC(=O)C1CC(=O)N(CCc2ccccc2)C1)c1ccccc1 (stereo not given)	-1	-15	4	3	4	-8	4	10	-8	5	13
COC(=O)c1cc(Oc2ccc(S(=O)(=O)N3CCOCC3)cc2[N+](=O)[O-])cc(C(=O)OC)c1	3	-6	-9	3	-2	22	18	-15	-9	-1	6
O=C(c1cc(-c2cccs2)nc2ccccc12)N1CCN(c2ccccc2O)CC1	7	6	5	29	-5	1	-18	6	1	-5	1
CCN1CCN(C(C(=O)NC2CCCCC2)c2cc3ccccc3o2)CC1 (stereo not given)	5	3	-12	4	-18	-3	-10	/	1	36	16

An excerpt from above in order of heavy-atom count, ascending:
SMILES	ABHD5-PLIN5 inh	SRC1 inh	LRH-1 inv ag	TWEAK Fn14 block	NR2F2 inh	Granule exo inh	NCOA2 inhibitor	TLR9-MyD88 inh	NOD2-RIPK2 inh	TROY NFkB inh	SRC3 inh
CCN1CCN(C(C(=O)NC2CCCCC2)c2cc3ccccc3o2)CC1 (stereo not given)	5	3	-12	4	-18	-3	-10	/	1	36	16
CCN(CCNC(=O)C1CC(=O)N(CCc2ccccc2)C1)c1ccccc1 (stereo not given)	-1	-15	4	3	4	-8	4	10	-8	5	13
CCN(CC)CCCNC(=S)N(CCCO)Cc1cc2cc3c(cc2[nH]c1=O)OCO3	-13	13	-9	7	-48	-6	-88	5	-1	-1	-4
COC(=O)c1cc(Oc2ccc(S(=O)(=O)N3CCOCC3)cc2[N+](=O)[O-])cc(C(=O)OC)c1	3	-6	-9	3	-2	22	18	-15	-9	-1	6
